Assay outcomes from PubChem BioAssay.
Pf gamet viab = inhibitors of late stage P. falciparum gametocyte viability; P. falciparum stage V gametocytes, ATP luminescence, 24 h; inhibition, % at 10.9 µM; 150,000 tested, 0.065% active;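 active = inhibition above the mean plus 3 SD of compounds within the control limits, set per campaign, cut at about 38% in these data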;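 note: 0% = DMSO wells and 100% = medium only without gametocytes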
Mcl1 Bid PPI = disrupts binding of human Mcl-1 to Bid peptide | Q07820 | TR-FRET Mcl-1/Bid-Dy647 peptide binding, 1536-well | inhibition, % at 21.7 µM | 220,000 tested, 0.97% active | AID 1021;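 active = compounds that cut the binding signal by more than half at the single screening dose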;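 note: His-tagged Mcl-1 with europium anti-His antibody binding Bid BH3 peptide; 0% = Mcl-1 plus peptide wells and 100% = peptide-only wells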
Target sequence (Q07820 whole entry, looked up): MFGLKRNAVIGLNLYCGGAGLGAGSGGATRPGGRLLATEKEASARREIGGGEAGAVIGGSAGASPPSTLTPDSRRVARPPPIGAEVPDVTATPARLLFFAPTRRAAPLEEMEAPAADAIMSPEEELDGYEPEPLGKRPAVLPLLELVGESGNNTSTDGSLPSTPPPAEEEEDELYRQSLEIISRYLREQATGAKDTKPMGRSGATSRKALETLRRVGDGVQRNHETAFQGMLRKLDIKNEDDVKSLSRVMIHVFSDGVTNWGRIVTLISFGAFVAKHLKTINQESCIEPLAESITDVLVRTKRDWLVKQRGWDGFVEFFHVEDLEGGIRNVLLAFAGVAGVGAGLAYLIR
Rab7 wt modul = dog Rab7 wildtype GTP binding, inhibitors and activators | GST-Rab7 beads, fluorescent GTP binding, flow cytometry; actives lie on both sides; untreated = 100%, excess cold GTP = 0% | GTP binding activity (percent of control), % at 10 µM | 190,000 tested, 0.055% active | AID 758;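 active = fluorescent GTP binding to Rab7 beads changed by at least 20 points from the 100% baseline, either direction, mostly lower; inconclusive = compound itself probably fluorescent, or too few beads counted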;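 note: median green fluorescence of bound Bodipy-FL-GTP per Rab7 bead population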
Cdc42 wt GTP = changes GTP binding to wildtype human Cdc42; P60953; GST-Cdc42 beads, Bodipy-GTP binding, flow cytometry; actives lie on both sides; 190,000 tested, 0.2% active; percent activity (GTP binding), % at 10 µM;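 active = percent activity GTP binding at least 20 points away from the 100% baseline, either down as inhibitor or up as activator; inconclusive = compound flagged as likely green fluorescent from well-wide comparison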;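 note: median bead fluorescence of bound Bodipy-FL-GTP at 100 nM; 0% = excess unlabeled GTP control and 100% = no compound control; below 100% means less GTP binding so inhibitor and above means activator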
Target sequence (P60953 whole entry, looked up): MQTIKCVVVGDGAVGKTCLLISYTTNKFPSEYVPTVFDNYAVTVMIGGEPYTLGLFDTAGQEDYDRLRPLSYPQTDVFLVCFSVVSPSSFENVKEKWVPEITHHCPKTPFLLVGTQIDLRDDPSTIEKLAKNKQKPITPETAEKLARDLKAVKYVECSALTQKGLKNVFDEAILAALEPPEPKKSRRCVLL
Rac1 act GTP bind = human Rac1 activated mutant GTP binding change. P63000. GST-Rac1 activated beads, fluorescent GTP binding, flow cytometry; actives lie on both sides; 100% means binding = to untreated wells. percent activity (GTP binding), % at 10 µM. 190,000 tested, 0.11% active;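 active = GTP binding at least 20 percentage points away from the 100% baseline, in either direction, so actives lie on both sides; inconclusive = Compound likely fluorescent itself, or too few beads counted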
HRas wt GTP bind = modulators of GTP binding to human HRas wildtype. GTP binding activity, % at 10 µM. 190,000 tested, 0.14% active. GST-Ras wt beads, Bodipy-FL-GTP binding, flow cytometry; actives lie on both sides. AID 759;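 active = GTP binding activity at least 20% away from the 100% baseline, either lowered as inhibitor or raised as activator; inconclusive = flagged as likely green fluorescent, judged across all proteins in the well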;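 note: 0% = unlabeled GTP competition control and 100% = no-compound control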
Target sequence (P01112 whole entry, looked up): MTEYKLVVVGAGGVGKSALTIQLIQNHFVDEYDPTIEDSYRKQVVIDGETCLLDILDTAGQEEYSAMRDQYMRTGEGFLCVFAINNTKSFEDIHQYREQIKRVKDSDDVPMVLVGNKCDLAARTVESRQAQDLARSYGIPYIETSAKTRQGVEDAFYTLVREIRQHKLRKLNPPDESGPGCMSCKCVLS
Avidin fluor = avidin bead compound fluorescence profile; Avidin beads, compound fluorescence 488/530 nm, flow cytometry; stronger effect = higher value; fluorescence (KMESF) at 10 µM; 220,000 tested, 0.38% active; in the data active = fluorescence above about 47; note: inactives centre near 10
Mcl-1 Bim block = disrupts Bim peptide binding to human Mcl-1. Q07820. Bead-based flow cytometry, Bim peptide-Mcl-1 binding. inhibition, % at 10 µM. 190,000 tested, 0.1% active; in the data active = inhibition above about 40%;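 note: 0% = no compound tracer wells and 100% = peptide blocker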
Mcl1 Noxa PPI = disrupts binding of human Mcl-1 to Noxa peptide. Q07820. TR-FRET Mcl-1/Noxa peptide binding, 2 h. inhibition, % at 21.7 µM. 220,000 tested, 1.5% active. AID 1022;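 active = compounds that cut the protein-peptide binding signal by more than 50% relative to plate controls in a single-dose test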;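 note: His-tagged Mcl-1 with rhodamine Noxa BH3 peptide and terbium anti-His antibody; 0% = Mcl-1 plus Noxa peptide wells and 100% = peptide-only wells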
Rac1 wt GTP bind = alters GTP binding to wildtype human Rac1; GST-Rac1 beads, fluorescent GTP binding, flow cytometry; actives lie on both sides; 0 = cold GTP competed, 100 = untreated; GTP binding activity (% of control), % at 10 µM; 190,000 tested, 0.27% active; AID 757;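 active = GTP binding activity at least 20 points away from the 100% control level, either lower or higher; inconclusive = compound flagged as likely green fluorescent, judged across all proteins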
Rab2A wt mod = changes GTP binding to wildtype dog Rab2A, up or down | P61105 | GTP binding activity, % at 10 µM | 190,000 tested, 0.19% active | AID 760 | GST-Rab2 wt beads, Bodipy-GTP binding, flow cytometry;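 active = GTP binding activity at least 20 points away from 100%, either lowered or raised; inconclusive = signal likely due to the compound's own green fluorescence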;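 note: 0% = beads with excess unlabeled GTP and 100% = no-compound control corrected for plate trend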
Active calls of the source: *; ? = inconclusive; · = not tested or not shown.

SMILES	Pf gamet viab	Mcl1 Bid PPI	Rab7 wt modul	Cdc42 wt GTP	Rac1 act GTP bind	HRas wt GTP bind	Avidin fluor	Mcl-1 Bim block	Mcl1 Noxa PPI	Rac1 wt GTP bind	Rab2A wt mod
O=C(CN1CCOCC1)Nc1ncc(Br)cc1Br	-17	-8	101	103	98	102	9	2	-5	106	99
CCC(CC)c1nnc(NC(=O)COc2ccc3c(C)cc(=O)oc3c2)s1	·	-107	95	98	96	97	23	0	-55	97	96
C=COCCNC(=O)C1CC(=O)N(c2ccc(C)cc2)C1 (configuration not stated)	4	12	97	100	94	99	13	-1	14	97	94
O=C(NC(=S)NCC1CCCO1)c1ccc(Br)o1 (configuration not stated)	12	-16	106	94	95	97	5	0	-4	97	99
Fc1ccc(Cn2c(SCc3ccc(F)c(C(F)(F)F)c3)nnc2C(F)(F)F)cc1	-14	-15	103	104	99	102	6	0	-2	103	101
O=C(NCCN1CCN(c2ccccc2F)CC1)c1cccn2c(=O)c3ccccc3nc12	4	-26	93	94	93	96	9	0	10	93	93
CC(C)c1ccccc1N1CC(C(=O)O)CC1=O (configuration not stated)	·	-10	104	105	101	101	30	-3	19	110	101
NC(=O)c1ccc(NC(=O)COC(=O)c2c3c(nc4ccccc24)/C(=C\c2ccc4c(c2)OCO4)CCC3)cc1	-7	-12	96	102	101	96	13	-3	15	100	92
COC(=O)Cc1c(C)c2ccc(OCC(=O)N3CCOCC3)cc2oc1=O	-29	6	104	102	99	101	12	3	-5	102	103
COc1ccc(OC)c(S(=O)(=O)Nc2ccc(C(C)=O)cc2)c1	4	12	103	102	100	101	38	-2	5	101	102
Cc1ccc(NC(=O)C(=O)NCCN2CCN(Cc3ccc([N+](=O)[O-])cc3)CC2)cc1	-8	-4	104	104	102	103	11	-5	5	105	102
O=C(CSc1ccc(Cl)cc1)Nc1ccc(NC(=O)c2ccco2)cc1	·	-15	102	99	102	101	11	-3	10	106	102
Cc1cc(C)c2c(c1)-c1c(ssc1=S)C(C)(C)N2C(=O)CSc1nncn1C	-27	-14	94	98	96	99	9	-3	34	97	98
Cc1ccc(S(=O)(=O)N2CCOCC2)cc1C(=O)Nc1ccc2c(c1)CCC2	·	-13	96	98	98	99	20	2	17	101	98
CC(OC(=O)C1=COCCO1)C(=O)Nc1ccccc1C#N (configuration not stated)	-20	-12	107	96	93	98	11	0	14	97	99
Cc1cc(N2CCN(c3nc(-c4ccc([N+](=O)[O-])cc4)cs3)CC2)c2ccccc2n1	-5	-41	100	98	96	95	20	-1	6	98	97
COc1ccc(CNC(=O)c2cc(-c3ccco3)on2)cc1	·	-4	106	101	97	100	9	0	-11	101	101
COc1ccc(OCC(=O)OCC(=O)NCc2ccco2)cc1	7	-31	100	100	100	101	10	-3	-1	107	100
C/C(CC(=O)Nc1cccc(C(F)(F)F)c1)=N\NC(=O)C(=O)NCC(C)C	·	11	96	98	98	97	6	-1	10	101	98
CC1CCC2C(=O)N(c3ccc(Cc4ccncc4)cc3)C(=O)C2C1 (configuration not stated)	-4	5	101	99	98	99	7	0	6	100	98
COc1ccccc1CNC(=O)C(NC(=O)c1ccccc1)C(C)C (configuration not stated)	1	4	105	96	96	98	11	-4	9	99	97
Cc1ccnc2nc(C(=O)N3CCN(S(=O)(=O)c4ccccc4)CC3)nn12	·	-18	101	101	99	102	5	-1	14	102	100
C=CCNC(=O)c1ccccc1NC(=O)c1ccc(Cl)c(S(=O)(=O)Nc2ccccc2)c1	5	0	96	103	104	102	14	0	7	100	102
Cc1cccc(CSc2cn(CC(=O)N3CCOCC3)c3ccccc23)c1	-15	-15	101	102	98	100	9	-3	4	102	99
O=C(C1CCC1)N1CCc2cc(S(=O)(=O)Nc3ccc4c(c3)OCO4)ccc21	11	-14	99	102	98	102	6	0	9	106	98
O=C(N/N=C/c1c[nH]c2ccccc12)C1CC1c1ccccc1 (configuration not stated)	0	6	97	97	94	98	7	-4	7	97	95
O=C(CCCC(=O)OCC1CCCO1)OCC1CCCO1 (configuration not stated)	·	12	95	100	94	98	15	-3	9	98	96
C/C(=N\NC(=O)NC1CCCCC1)c1ccco1	3	-14	93	96	97	99	12	-2	0	100	95
O=C(Nc1ccccc1C(=O)NCCCn1ccnc1)c1ccc(Cl)cc1Cl	·	-8	95	100	98	101	6	0	-3	103	97
Cc1ccc2cc(N)ccc2n1	18	-57	97	100	97	96	12	2	8	100	97
Cc1ccc([C@H]2C(C#N)=C(N)Oc3cc(C)oc(=O)c32)o1	10	-51	104	92	93	95	8	-5	0	93	97
CCOc1ccc(NC(=O)C2CCCN(C(=O)NCc3ccccc3)C2)cc1 (configuration not stated)	·	-5	101	102	100	102	8	-3	-11	103	99
CCC(C)NC(=O)c1ccc2c(c1)N(Cc1ccccc1)C(=O)CS2 (configuration not stated)	·	-7	99	98	97	95	22	0	9	100	97
O=C(CCNC(=O)Cn1ccc2ccccc2c1=O)NCCCN1CCN(c2ccccc2F)CC1	0	-12	101	104	101	103	14	-4	-11	104	104
O=C(CN1CCCCC1)N1c2ccccc2Sc2ccc(C(F)(F)F)cc21	-17	9	93	99	100	99	0	0	37	102	100
CC(=O)Nc1cc(-c2nn(CC(=O)N3CCCCC3)c(=O)c3ccccc23)ccc1N1CCOCC1	·	-18	94	92	92	94	18	-5	·	85	93
C(=N\Nc1nc(Nc2ccccc2)nc(Nc2ccccc2)n1)/c1ccncc1	7	0	102	99	97	98	8	0	-8	97	99
CCS(=O)(=O)c1ccc2oc(SCC(=O)Nc3ccc(OC)cc3OC)nc2c1	27	-35	105	95	96	99	11	-3	5	98	96
COCCCNC(=S)N1CCC(NC(=O)Nc2ccc(C)cc2)CC1	4	-16	99	93	95	93	6	0	18	92	94
COc1cccc(C(=O)CN(C(=O)c2ccc(Cl)c(Cl)c2)N2C(=O)c3ccccc3C2=O)c1	·	-44	98	100	100	99	3	-2	-8	101	101

11 structures from above, sorted by count of non-hydrogen atoms, descending.
SMILES	Pf gamet viab	Mcl1 Bid PPI	Rab7 wt modul	Cdc42 wt GTP	Rac1 act GTP bind	HRas wt GTP bind	Avidin fluor	Mcl-1 Bim block	Mcl1 Noxa PPI	Rac1 wt GTP bind	Rab2A wt mod
O=C(CCNC(=O)Cn1ccc2ccccc2c1=O)NCCCN1CCN(c2ccccc2F)CC1	0	-12	101	104	101	103	14	-4	-11	104	104
COc1cccc(C(=O)CN(C(=O)c2ccc(Cl)c(Cl)c2)N2C(=O)c3ccccc3C2=O)c1	·	-44	98	100	100	99	3	-2	-8	101	101
C=CCNC(=O)c1ccccc1NC(=O)c1ccc(Cl)c(S(=O)(=O)Nc2ccccc2)c1	5	0	96	103	104	102	14	0	7	100	102
CCS(=O)(=O)c1ccc2oc(SCC(=O)Nc3ccc(OC)cc3OC)nc2c1	27	-35	105	95	96	99	11	-3	5	98	96
O=C(Nc1ccccc1C(=O)NCCCn1ccnc1)c1ccc(Cl)cc1Cl	·	-8	95	100	98	101	6	0	-3	103	97
O=C(CN1CCCCC1)N1c2ccccc2Sc2ccc(C(F)(F)F)cc21	-17	9	93	99	100	99	0	0	37	102	100
CCC(C)NC(=O)c1ccc2c(c1)N(Cc1ccccc1)C(=O)CS2 (configuration not stated)	·	-7	99	98	97	95	22	0	9	100	97
O=C(N/N=C/c1c[nH]c2ccccc12)C1CC1c1ccccc1 (configuration not stated)	0	6	97	97	94	98	7	-4	7	97	95
O=C(CCCC(=O)OCC1CCCO1)OCC1CCCO1 (configuration not stated)	·	12	95	100	94	98	15	-3	9	98	96
C/C(=N\NC(=O)NC1CCCCC1)c1ccco1	3	-14	93	96	97	99	12	-2	0	100	95
Cc1ccc2cc(N)ccc2n1	18	-57	97	100	97	96	12	2	8	100	97

Following part
SMILES	Pf gamet viab	Mcl1 Bid PPI	Rab7 wt modul	Cdc42 wt GTP	Rac1 act GTP bind	HRas wt GTP bind	Avidin fluor	Mcl-1 Bim block	Mcl1 Noxa PPI	Rac1 wt GTP bind	Rab2A wt mod
CC(C)C(c1nnnn1Cc1ccccc1)N1CCc2ccccc2C1 (configuration not stated)	13	-35	102	99	102	100	17	0	-21	100	102
COc1ccc(Nc2nc(-c3cccs3)nc3ccccc23)c(OC)c1	·	-5	93	101	97	95	1	-6	10	101	94
COc1ccc(Nc2cc(C)nc3nc(C)nn23)cc1Cl	·	-1	100	98	98	97	7	-1	12	102	98
c1ccc(SCc2nc(-c3cccnc3)no2)cc1	·	3	98	99	98	98	19	0	39	97	97
CCOC(=O)C1=NN(c2ccccc2)C(=O)/C1=C\c1ccc(N(C)C)cc1	·	-32	?	?	?	?	10	-1	·	?	?
c1ccc(Cn2nnnc2CN2CCN(Cc3ccc4c(c3)OCO4)CC2)cc1	14	-34	104	107	103	105	9	0	7	111	105
CCc1cccc(CC)c1NC(=O)COC(=O)Cc1ccsc1	-1	1	95	100	101	96	15	-3	5	101	100
Cc1cnc(NC(=O)c2sc3ccccc3c2Cl)s1	-24	20	99	101	97	98	5	-2	28	99	96
CCCCN(C)C(=O)C1CCN(Cc2ccc(OCc3ccccc3)cc2)CC1	·	19	104	100	101	103	5	0	39	108	102
COc1ccc(-n2cnnc2SCC(=O)NC2CCCc3ccccc32)cc1 (configuration not stated)	3	-16	100	103	102	101	9	1	-1	105	102
O=C(O)C1Cc2[nH]cnc2C(c2cccc([N+](=O)[O-])c2)N1 (configuration not stated)	18	-33	93	85	90	87	11	6	10	81	84
CC1CCN(c2ccc(C(=O)Nc3ccc4c(c3)OCO4)cc2[N+](=O)[O-])CC1	·	-16	100	104	102	100	9	-4	-3	107	96
CCOc1ccc2nc(CN3CCN(Cc4ccsc4)C(CCO)C3)ccc2c1 (configuration not stated)	-1	-5	95	92	95	93	7	-6	17	98	94
O=C(Nc1ccc(O)cc1)c1c(O)c2c([nH]c1=O)CCCC2	·	-11	96	94	97	96	11	-3	-1	103	95
CCOc1ccc2c(=O)c(Oc3ccccc3)c(C)oc2c1	·	-50	106	99	100	100	26	-2	-1	101	105
O=C(CCN1C(=O)C2C3C=CC(C3)C2C1=O)N1CCN(c2ccccc2Cl)CC1 (configuration not stated)	4	-36	102	102	97	101	10	0	8	103	101
